Bioassay records: PubChem, several laboratories
NOD2 RIPK2 PPI – blocks binding of human NOD2 to RIPK2; actives 0.38% (n = 360,000); CHO BLA complementation NOD2-RIPK2, CCF4 ratio; O43353; inhibition, % at 4.98 µM; AID 624267; in the data active = inhibition above about 21%;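 also: 0% = vehicle only and 100% = reference blocker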
ABCB6 inh 2 – inhibitors of human ABC transporter ABCB6; actives 0.19% (n = 360,000); fluorescence ratio to DMSO, % at 10 µM; Q9NP58; K562-ABCB6 porphyrin accumulation, flow cytometry, 1 h; stronger effect = lower value; AID 602162;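 active = fluorescence ratio to DMSO below 75%, the collection mean minus 3 SD; inconclusive = too few cells collected in the well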;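 also: signal is porphyrin accumulated inside mitochondria; 100% equals median channel fluorescence of DMSO control wells; lower ratio means ABCB6 inhibition with less porphyrin fluorescence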
Target sequence (Q9NP58 whole entry, looked up): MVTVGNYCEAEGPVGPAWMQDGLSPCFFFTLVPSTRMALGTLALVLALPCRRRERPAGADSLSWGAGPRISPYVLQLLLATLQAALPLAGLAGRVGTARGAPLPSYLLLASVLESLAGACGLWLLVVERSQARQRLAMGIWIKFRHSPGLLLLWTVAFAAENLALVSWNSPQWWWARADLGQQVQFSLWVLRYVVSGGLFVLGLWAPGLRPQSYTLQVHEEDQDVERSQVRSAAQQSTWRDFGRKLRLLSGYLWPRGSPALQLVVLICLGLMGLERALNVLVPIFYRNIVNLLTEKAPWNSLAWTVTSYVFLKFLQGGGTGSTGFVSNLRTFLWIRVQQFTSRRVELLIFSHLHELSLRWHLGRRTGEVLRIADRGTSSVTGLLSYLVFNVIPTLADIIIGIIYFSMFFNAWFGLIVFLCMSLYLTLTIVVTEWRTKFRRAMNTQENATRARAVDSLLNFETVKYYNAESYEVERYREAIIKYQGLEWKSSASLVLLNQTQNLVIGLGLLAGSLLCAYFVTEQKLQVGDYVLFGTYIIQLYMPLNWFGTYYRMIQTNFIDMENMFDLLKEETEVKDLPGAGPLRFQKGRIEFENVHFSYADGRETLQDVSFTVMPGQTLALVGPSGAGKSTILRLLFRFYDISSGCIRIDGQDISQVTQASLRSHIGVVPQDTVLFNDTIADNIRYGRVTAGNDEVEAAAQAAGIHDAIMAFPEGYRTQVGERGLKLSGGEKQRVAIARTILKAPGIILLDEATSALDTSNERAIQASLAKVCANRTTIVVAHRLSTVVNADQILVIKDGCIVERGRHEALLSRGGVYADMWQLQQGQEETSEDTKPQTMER
m5-HT2A agonist – mouse HTR2A agonism via beta-arrestin recruitment; P35363; CHO-K1 mHTR2A beta-arrestin complementation, luminescence; percent of 30 µM serotonin response; activation, % at 7.6 µM; actives 0.66% (n = 360,000);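 active = activation above a run cutoff, the mean activation of all tested compounds plus 3 SD, cut at about 14% in these data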;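 also: 0% = plate median of compound wells and 100% = 30 µM serotonin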
ABHD5-PLIN5 inh – inhibitors of human ABHD5-perilipin-5 interaction; Split G. princeps luciferase complementation, luminescence, 4 h; inhibition, % at 4 µM; Q00G26+Q8WTS1; actives 0.78% (n = 360,000);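 active = inhibition above the mean inhibition across every tested compound plus 3 SD, cut at about 22% in these data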;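 also: 0% = DMSO only wells and the 100% control is not disclosed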
TLR9-MyD88 block – TLR9-MyD88 interaction inhibition. Q9NR96+Q99836. CHO BLA complementation TLR9-MyD88, CCF4 FRET ratio. inhibition, % at 4.98 µM. actives 0.21% (n = 340,000). AID 504734;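 active = inhibition above the mean over all tested compounds plus 3 SD, cut at about 21% in these data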;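 also: 0% = DMSO only wells and 100% = clavulanate BLA inhibitor control wells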
Glyco luc inh – blocks N-linked glycosylation in D54 reporter cells | D54 ERlucT glycosylation luciferase reporter, 24 h; percent of 100 nM tunicamycin response | reporter increase, % at 12.5 µM | actives 0.23% (n = 360,000) | AID 588692;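 active = mean luciferase reporter signal, scaled so untreated is 0 and the glycosylation-blocking control 100, at or above a set limit in every replicate; inconclusive = mean reaches the limit but not every replicate does; inactive = mean below the limit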;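 also: luciferase carries N-glycosylation sites so blocking glycosylation raises the light; 0% = median of neutral control wells and 100% = median of 100 nM tunicamycin wells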
MC4R ag barr – activates human MC4R beta-arrestin recruitment; U2OS MC4R beta-arrestin complementation, luminescence; percent of melanotan II response, DMSO zero; activation, % at 8.9 µM; actives 0.98% (n = 360,000); AID 540308;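 active = activation above a per-plate cutoff, the mean activation of sample wells on that plate plus 3 SD, cut at about 8% in these data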
MC4R antag cAMP – human MC4R antagonism in cAMP assay; MC4R-expressing cells, MTII-stimulated cAMP, LANCE TR-FRET; inhibition, % at 6.5 µM; AID 540295; actives 0.48% (n = 360,000); P32245;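 active = inhibition above its plate's cutoff, the mean of tested wells on that plate plus 3 SD, cut at about 29% in these data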;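 also: 0% = Melanotan II alone and 100% = Melanotan II plus saturating MCL0020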
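Assay system: human MC4R-expressing U2OS cells; reagent: Melanotan II stimulation of cells; dosing: 6.5 µM single dose; timing: compound 30 min, challenge 1 h, detection 1 h; signal: TR-FRET cAMP assay; replicates: one well per compound, no replicates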
Cardio protect – protects H9c2 cardiomyocytes from peroxide injury; H2O2 injury protection, ATPLite, 2 h; protection from H2O2 cell death, % at 20 µM; actives 0.63% (n = 360,000);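 active = compounds giving at least 50% protection of heart cells from peroxide-induced death in the single-dose screen, raw or plate-pattern-corrected value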;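 also: 0% = DMSO wells with peroxide and 100% = DMSO wells without peroxide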
SRC2 inh – human SRC2 (NCOA2) inhibition; Q15596; HEK293 GAL4-SRC2 luciferase reporter, luminescence; inhibition, % at 9 µM; actives 0.17% (n = 370,000); AID 651957;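 active = inhibition above the mean inhibition of all tested compounds plus 3 SD, set per campaign, cut at about 52% in these data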;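 also: 0% = DMSO treated cells and 100% = cells given Gossypol at 36 µM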
The depositor's hits bear a star; ? = inconclusive; . = not tested or not shown.

SMILES	NOD2 RIPK2 PPI	ABCB6 inh 2	m5-HT2A agonist	ABHD5-PLIN5 inh	TLR9-MyD88 block	Glyco luc inh	MC4R ag barr	MC4R antag cAMP	Cardio protect	SRC2 inh
Cc1ccccc1CN1C(=O)C(C)Sc2ccc(-c3ccco3)cc21 (configuration not stated)	-16	97	2	13	.	1	4.9	-4	-5	-1
CCOC(=O)c1sc2nc3c(SCCC#N)cc(C(=O)c4cc(F)ccc4O)cn3c(=O)c2c1C	-4	102	2	3	2	-4	-1.8	8	6	-5
O=C(NC1CCCCC1)N(c1ccccc1)c1nnc(-c2cccc([N+](=O)[O-])c2)s1	-1	98	-2	-4	-2	-2	-0.4	-3	-3	-57
O=C(CSc1nnc(CNC(=O)c2ccccc2F)o1)NCc1ccco1	3	104	7	6	-5	0	-1.5	2	-1	0
CCc1cccc(C)c1NC(=O)CSc1nnc(C)o1	3	101	9	-1	-8	-1	-2.8	12	-3	-16
CCOC(=O)C1Nc2ccc(Br)cc2C2C=CCC12 (configuration not stated)	-4	93	2	-3	2	-1	-1.4	2	-5	8
Cc1nnc(SCC(C)C)[nH]c1=O	0	96	10	3	-8	0	-0.6	5	3	-3
O=c1c([N+](=O)[O-])c(N2CCCCC2)c2ccccc2n1-c1ccccc1	-2	107	-1	3	-8	1	-1.6	0	-3	.
COc1ccc(NC(=O)C(NCC(C)C)c2ccccc2)cc1Cl (configuration not stated)	1	97	3	-2	-9	0	0.4	20	1	18
CCCn1nnc(NC(=O)c2cc(Br)cc(Br)c2OC)n1	-2	102	2	-2	-5	0	0.6	20	4	-11
O=S(=O)(c1ccc(F)cc1)c1snnc1-c1ccccc1	3	98	-6	7	0	-15	-1.0	0	-7	39
O=C(Nc1cc(S(=O)(=O)N2CCOCC2)ccc1N1CCCC1)c1ccc2c(c1)S(=O)(=O)c1ccccc1C2=O	-2	121	-1	1	-2	-3	-3.5	-6	9	26
COc1ccc(CCNc2nc(-c3ccc(O)cc3)cs2)cc1OC	-2	98	1	-12	-56	1	0.0	10	-2	14
O=C1NC(=S)N/C1=C/c1cccc2ccccc12	12	98	-7	-1	-4	4	-0.8	3	-3	-38
Cc1ccc(-c2nnc(/C=C/c3ccccc3)o2)cc1	2	104	3	-3	0	0	-1.6	16	-7	-33
COCCNC(=O)COc1ncnc2ccc(Br)cc12	-1	103	6	-1	4	3	0.3	14	5	-29
N#C[C@@H]1N(Cc2ccccc2)C(=O)[C@H]2CC3C=CC21O3 (some centres not stated)	-10	104	2	9	5	1	0.5	7	10	-10
CCOC(=O)NNC(=O)c1[nH]c2ccc(Br)cc2c1-c1ccccc1	5	93	2	3	-5	4	-1.6	15	-2	4
CN(CCc1ccccc1)C1CCCN(S(=O)(=O)N(C)C)C1 (configuration not stated)	-1	102	-10	-4	-1	-1	-0.5	6	2	14
O=C(/C=C/c1ccc(Cl)cc1Cl)N1CCc2ccccc21	-3	98	0	-3	-2	-8	1.7	-2	-10	-59
Cc1ccccc1C(=O)NC(=S)Nc1cccc(NC(=O)C(C)C)c1	-7	102	4	3	-1	0	0.2	14	-7	-9
C/C(=N\NC(=O)C(O)c1ccccc1)c1ccc(Cl)cc1 (configuration not stated)	5	96	-6	2	6	0	-0.7	-7	1	0
Cc1cc(C)n(Cc2ccc(F)cc2)c(=O)c1C#N	1	98	1	4	-5	1	0.3	9	-2	.
COc1ccc(OC)c(S(=O)(=O)Nc2ccc(O)c(Sc3ncn[nH]3)c2)c1	1	103	4	3	5	3	0.7	1	-1	.
CCn1c(CNC(=O)Cc2ccc(OC)cc2)nnc1SCC(=O)c1ccc(Br)cc1	-2	95	-2	3	1	0	-0.3	5	-8	.
C=CCC1(/C=N/O)CCOC(C)(C)C1 (configuration not stated)	-4	82	1	-1	-1	1	-0.7	2	5	17
CC(Cc1cccs1)NC(=S)Nc1ccc(F)cc1 (configuration not stated)	0	96	-6	-11	-2	1	-2.4	2	-6	-5
Cn1ccnc1SCC(=O)c1ccc2ccccc2c1	-7	115	11	-3	1	-7	-1.1	-2	-1	-32
Cc1ccc(NC2=CC(=O)C(=O)c3ccccc32)cc1	-2	104	-5	-15	-2	-15	0.7	-16	-24	-26
C/C(=N\OCc1ccc(C#N)cc1)c1ccc(S(=O)(=O)N(C)C)cc1	-11	96	-1	4	5	-5	-1.3	9	-7	-22

A portion from the list above, as a working copy:
SMILES	NOD2 RIPK2 PPI	ABCB6 inh 2	m5-HT2A agonist	ABHD5-PLIN5 inh	TLR9-MyD88 block	Glyco luc inh	MC4R ag barr	MC4R antag cAMP	Cardio protect	SRC2 inh
COCCNC(=O)COc1ncnc2ccc(Br)cc12	-1	103	6	-1	4	3	0.3	14	5	-29
N#C[C@@H]1N(Cc2ccccc2)C(=O)[C@H]2CC3C=CC21O3 (some centres not stated)	-10	104	2	9	5	1	0.5	7	10	-10

Next part:
SMILES	NOD2 RIPK2 PPI	ABCB6 inh 2	m5-HT2A agonist	ABHD5-PLIN5 inh	TLR9-MyD88 block	Glyco luc inh	MC4R ag barr	MC4R antag cAMP	Cardio protect	SRC2 inh
Cc1ccsc1C(=O)Nc1ccccc1N1CCOCC1	0	93	-1	4	1	6	-1.7	17	1	-6
O=C(c1csc2c1CCCC2)N1CCN(c2ccccc2)CC1	-10	107	4	-12	6	1	3.4	21	2	-19
O=C(Nc1ccccc1F)Nc1ccccc1N1CCCCC1	-3	91	1	-6	-5	-4	0.8	8	-7	18
CCSCc1nnc(SCC(=O)Nc2nccs2)n1CC	-3	104	1	4	2	4	-0.6	11	-1	-6
O=C(NCC1CCCCC1)c1ccc(Br)o1	-2	92	7	-1	-6	0	-2.2	-1	-3	-9
C[C@@H]1CN([C@@H](C)CO)C(=O)c2cc(NC(=O)CCC(F)(F)F)ccc2O[C@H]1CN(C)S(=O)(=O)c1ccc(Cl)cc1	-8	99	-2	3	-3	-1	0.7	-1	2	-8
O=C(NCC1CCCCC1)c1cccc(Br)c1	0	99	6	3	-9	-3	1.2	18	-6	-7
O=C(NCCc1ccc(C(F)(F)F)cc1)C1CC(=O)N(c2ccc3c(c2)OCCO3)C1 (configuration not stated)	-7	96	-11	-6	15	1	-0.1	2	-4	12
COc1c(C(=O)Nc2nccs2)ccc2ccccc12	-4	96	2	11	-1	-4	-1.3	7	-6	-81
O=C(CNc1ccccc1)Nc1ccc(F)cc1	11	100	2	4	10	-2	-1.3	0	-5	-77
COc1ccc(S(=O)(=O)N2CCCCC2)cc1NC(=O)[C@@H]1CCCN1C(=O)c1cccs1	2	99	-9	0	7	0	1.2	2	1	-35
CCCC(=O)Nc1ccc(Cl)c(NC(=O)c2ccc(Br)o2)c1	1	102	-3	2	-4	-3	1.3	2	0	-2
COc1ccc(OC)c(NC(=O)CSC2=NN3CCCC(=O)N=C3S2)c1	-3	98	3	-4	10	2	-0.2	3	-5	-10
O=C1O/C(=C\C(=O)N2CCOCC2)c2ccccc21	5	96	1	7	-6	0	1.0	3	0	14
NC(=S)NN=C1CCCCCCCC1	-6	103	6	-10	-22	0	-1.2	2	-9	19
O=CN1CCN(C(=O)c2ccccc2Cl)CC1	-5	106	3	1	44*	2	-0.8	11	6	8
COc1cccc(/C=N/NC(=O)C(C)Cn2cnc3ccccc32)c1 (configuration not stated)	0	102	-7	-4	.	1	-0.3	-4	5	22
Cc1ccccc1NCC(=O)N=Nc1c(O)[nH]c2ccc([N+](=O)[O-])cc12	-11	99	-7	8	2	?	-0.1	17	20	-41
CC(C)CCC(C(=O)NC(C)c1ccccc1)C(=O)NC(C)c1ccccc1 (configuration not stated)	0	94	-1	-5	0	-1	-0.5	-1	5	-31
O=C(c1ccc(Cl)cc1Cl)N1CCN(c2ccccn2)CC1	-6	99	5	-3	-1	1	-0.1	11	-1	2
O=C(Cc1cccs1)Nc1cccc(-c2ccc3nncn3n2)c1	-10	100	0	2	-1	2	0.9	28	16	19
O=C(Nc1ccc(Cl)c(S(=O)(=O)N2CCOCC2)c1)C1=NN(c2ccccc2)C(=O)CC1	-13	97	0	4	-2	1	-2.7	10	8	11
CCN(CC(=O)Nc1c(F)cccc1F)C(=O)c1ccc(Cl)c(S(=O)(=O)N2CCCCC2)c1	-10	84	5	0	-5	-1	-2.8	5	-7	20
CC(C)CN(C(=O)CN(C)CC(=O)Nc1ccccc1C#N)c1c(N)n(CC(C)C)c(=O)[nH]c1=O	-7	100	5	1	6	0	-1.9	5	-1	16
CN(CC(=O)Nc1cccc2ccccc12)C(=O)c1cccc(S(=O)(=O)N(C)C)c1	-1	97	7	-1	-1	2	-3.4	-7	3	10
O=C(C1CCN(S(=O)(=O)c2cccs2)CC1)N1CCCCC1	-7	94	-1	0	-6	-1	1.3	4	-1	5
NS(=O)(=O)c1ccc(NC(=O)CN2CCN(Cc3ccccc3)CC2)cc1	-11	101	-2	2	3	0	-0.5	7	-5	2
O=C(NCc1ccccc1OC(F)(F)F)C1CCC(=O)N(CCCN2CCOCC2)C1 (configuration not stated)	0	99	-2	-8	-5	1	-2.1	-2	1	-29
CCCCN(C)CCn1c(=S)[nH]c2ccc(N3CCOCC3)cc2c1=O	3	96	-2	-5	-1	-3	-2.3	11	2	12
CC(=O)c1nnn(-c2ccccc2C#N)c1C	0	97	2	1	-16	1	-0.5	8	2	-38
COc1ccc(/C=C/C(=O)N/C(=C\c2ccco2)C(=O)NCCc2nc3ccccc3[nH]2)cc1	-12	99	-2	8	3	-1	-3.2	22	2	5
Cc1c(Nc2ncnc3c2cnn3-c2ccccc2)c(=O)n(-c2ccccc2)n1C	-15	103	-4	6	5	1	-1.4	12	10	-7
O=C(O)C1C2C=CC(C2)C1C(=O)NCc1cccnc1 (configuration not stated)	3	104	-1	1	1	0	-1.4	4	3	-17
Cc1ccc(CN2C(=O)CCC2C(=O)NCCN2CCN(c3cccc(Cl)c3)CC2)cc1 (configuration not stated)	-3	96	-1	6	4	0	0.1	-4	-7	-33
Cc1ccc(-c2nnn3c2nc(Cl)c2ccccc23)cc1	1	98	-2	-1	-6	-6	-2.7	-8	-20	-40
CN(Cc1ccccc1)C1CCNCC1	1	97	-1	-4	-4	0	0.1	3	-2	-22
O=C1CN(C(=S)NC(=O)c2ccc(-c3ccccc3)cc2)CCN1	-9	97	-3	0	-3	4	-1.0	9	-16	-28
S=C(Nc1cccc(Br)c1)c1ccccc1	-4	91	-5	6	-12	-3	0.7	20	-1	-12
CC1(C)C(CSc2nc3ccccc3[nH]2)C1(Cl)Cl (configuration not stated)	6	93	-3	-11	9	-5	0.2	-1	-10	-4
CN(C)/N=C/c1ccc(Sc2ccc([N+](=O)[O-])cc2[N+](=O)[O-])o1	1	96	1	-27	2	27*	-0.6	3	-5	-8
C#CCN(C[C@H]1[C@H](OC(=O)NC2CCCC2)[C@H](OC(=O)NC2CCCC2)C[C@@H](C(=O)OC)[C@H]1C(=O)OC)S(=O)(=O)c1ccc(C)cc1	-2	98	-4	0	5	1	-0.9	18	2	1
O=C(/C=C/c1cccc([N+](=O)[O-])c1)NCCSCc1ccc(Cl)cc1Cl	-9	101	1	1	2	-2	0.3	13	-4	-2

Some of the compounds tested; the hit share may differ from the screen's.
